# DAX1 inh-1 – inhibits human nuclear receptor DAX1 | P51843 | HEK293 Gal4-DAX1 luciferase reporter, luminescence | inhibition, % at 6.75 µM | actives 0.99% (n = 340,000) | AID 504766;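 active = inhibition above the mean over all tested compounds plus 3 SD, cut at about 4.2% in these data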;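 note: 0% = DAX1-transfected cells with DMSO and 100% = empty-vector control cells with DMSO; inhibition shows as a rise in luminescence from relieved DAX1 repression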
# ADAM10 inh – ADAM10 inhibition, QFRET primary screen; O14672; recombinant ADAM10, EDANS/DABCYL FRET peptide cleavage, 3 h; inhibition, % at 7 µM; actives 0.62% (n = 370,000); AID 720582;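 active = inhibition above a per-campaign cutoff equal to the mean of compounds falling between control-based bounds plus 3 SD, cut at about 20% in these data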;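 note: 0% = DMSO wells while the 100% control is not disclosed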
# Target sequence (O14672 214-748 limits assumed): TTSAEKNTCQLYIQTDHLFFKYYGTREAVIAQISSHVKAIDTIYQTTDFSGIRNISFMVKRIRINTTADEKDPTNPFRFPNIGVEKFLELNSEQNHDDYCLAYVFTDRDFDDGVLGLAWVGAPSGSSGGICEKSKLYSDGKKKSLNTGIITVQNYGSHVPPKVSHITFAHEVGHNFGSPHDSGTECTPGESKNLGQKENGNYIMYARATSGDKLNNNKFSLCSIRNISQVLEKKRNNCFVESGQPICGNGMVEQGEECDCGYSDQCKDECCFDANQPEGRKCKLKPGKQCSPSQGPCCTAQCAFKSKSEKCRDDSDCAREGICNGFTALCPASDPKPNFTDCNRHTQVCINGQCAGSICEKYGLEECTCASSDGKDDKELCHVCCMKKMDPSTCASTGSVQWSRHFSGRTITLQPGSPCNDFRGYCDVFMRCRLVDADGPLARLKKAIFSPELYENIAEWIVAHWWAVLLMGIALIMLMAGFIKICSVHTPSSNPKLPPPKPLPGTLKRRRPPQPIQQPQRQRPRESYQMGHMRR
# hcDAF-12 act – activators of H. contortus DAF-12 nuclear receptor. AID 652067. HEK293 hcDAF-12 lit1-tk-luc reporter, luminescence; 0% DMSO, 100% Δ7-dafachronic acid. actives 1.4% (n = 370,000). activation, % at 6.8 µM;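 active = activation above the mean of all tested compounds plus 3 SD, cut at about 5.5% in these data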;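 note: 100% = response to 3 µM Δ7-dafachronic acid high control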
# GC-A act – GC-A (human) enzyme activation; P16066; HEK293 GC-A cells, cGMP TR-FRET, EC30 ANP; 0% at EC30 ANP, 100% saturating ANP; activation, % at 10 µM; actives 0.14% (n = 370,000); AID 1671463; in the data active = activation above about 40%
# GC-B act – GC-B (human) receptor activation; actives 0.11% (n = 370,000); HEK293-GC-B cells, CNP EC30, cGMP TR-FRET; 0% at EC30 CNP, 100% saturating CNP; AID 1920062; activation, % at 10 µM;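 active = activation at 10 µM reaching about 35% in either raw or pattern-adjusted values, limit read from the data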
# DAX1 inh-2 – DAX1 (NR0B1) inhibition, primary screen; HEK293T StAR-luciferase reporter, SF-1/DAX-1 repression relief; actives 1.1% (n = 370,000); AID 652010; inhibition, % at 6.8 µM;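 active = inhibition above the mean over all tested compounds plus 3 SD, cut at about 3.6% in these data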;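 note: 0% = DAX-1 cells with DMSO and 100% = cells lacking DAX-1 with DMSO; higher inhibition means more luminescence from relief of DAX-1 repression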
# GAA850 FXN act – activators of GAA850 frataxin (FXN) promoter; activation, % at 6 µM; actives 0.56% (n = 360,000); HEK293 lucGAA850 FXN promoter luciferase reporter, 24 h; percent of 10 µM SAHA response;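 active = activation above the average of all compounds screened plus 3 SD, cutoff fixed separately per campaign, cut at about 7.5% in these data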;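 note: 0% = DMSO wells and 100% = 10 µM SAHA wells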
# sPLA2-III inh – Inhibits HGIII-sPLA2 liposome hydrolysis, primary screen. QFRET BODIPY PC-A2 liposome hydrolysis, fluorescence. inhibition, % at 12.2 µM. actives 0.56% (n = 370,000). AID 743126;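 active = inhibition above mean plus 3 SD of compounds lying within the high and low control bounds, cut at about 19% in these data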;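 note: 0% = median of test compound wells and 100% = no enzyme DMSO wells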
# Target sequence (Q9NZ20 whole entry, looked up): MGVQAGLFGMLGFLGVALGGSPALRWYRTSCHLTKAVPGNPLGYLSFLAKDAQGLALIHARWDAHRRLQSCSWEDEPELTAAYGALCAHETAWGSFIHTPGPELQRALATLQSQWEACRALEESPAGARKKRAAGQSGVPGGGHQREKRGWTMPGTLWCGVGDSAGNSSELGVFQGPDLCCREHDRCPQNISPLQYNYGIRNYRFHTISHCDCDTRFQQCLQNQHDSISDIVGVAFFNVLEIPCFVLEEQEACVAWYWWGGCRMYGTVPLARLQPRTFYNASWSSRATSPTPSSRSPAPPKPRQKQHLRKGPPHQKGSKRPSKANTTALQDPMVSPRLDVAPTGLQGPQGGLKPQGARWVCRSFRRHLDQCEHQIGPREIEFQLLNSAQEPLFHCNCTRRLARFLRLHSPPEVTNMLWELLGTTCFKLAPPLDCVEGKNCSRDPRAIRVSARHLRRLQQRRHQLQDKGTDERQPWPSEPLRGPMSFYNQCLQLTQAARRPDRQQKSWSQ
# ssDAF-12 act – activates DAF-12 receptor from parasite S. stercoralis; activation, % at 6.8 µM; actives 1% (n = 370,000); HEK293 ssDAF-12/GRIP1 lit1-tk-luc reporter, luminescence; % of 3 µM dafachronic acid response;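 active = activation above the mean over all tested compounds plus 3 SD, cut at about 0.9% in these data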;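 note: 0% = DMSO-only wells and 100% = 3 µM delta7-dafachronic acid wells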
# hgDAF-12 ag – agonists of H. glycines DAF-12 nuclear receptor; HEK293 GAL4-hgDAF12 UAS-luciferase reporter, agonist luminescence; normalized to butyrate control; actives 1.8% (n = 370,000); AID 687014; activation, % at 6.8 µM;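 active = activation above a cutoff set at the mean of all screened compounds plus 3 SD, cut at about 10% in these data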;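 note: 0% = DMSO wells and 100% = sodium butyrate wells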
# SMARCA2 act – increases SMARCA2 function in MMTV reporter cells | MG213 cells, MMTV-luciferase reporter, dexamethasone, overnight | activation, % at 9.1 µM | actives 1% (n = 370,000) | AID 652017; in the data active = activation above about 7.8%;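 note: 0% = vehicle wells and 100% = reference activator wells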
# Active calls of the source: *; nt = no result given.
smiles	DAX1 inh-1	ADAM10 inh	hcDAF-12 act	GC-A act	GC-B act	DAX1 inh-2	GAA850 FXN act	sPLA2-III inh	ssDAF-12 act	hgDAF-12 ag	SMARCA2 act
COc1cc(OC)nc(NC(=O)NS(=O)(=O)c2ccc(F)cc2)n1	nt	4	-0.9	0	2	0.3	1.2	-2	-1.2	0.8	0
CCCCOCCOCCOCCCC	0.9	6	0.1	-1	-9	0.5	-2.0	-2	-1.0	0.5	-7
Cc1c(NC(=O)C2CC(c3cccc(Br)c3)=NO2)c(=O)n(-c2ccccc2)n1C (configuration not stated)	-3.5	-7	-1.2	4	-1	-0.5	-0.4	0	-1.6	-0.7	-2
CN(C)/C=N/c1[nH]ncc1C#N	nt	-6	-2.3	3	0	0.1	2.6	-2	-1.3	-2.2	-2
CCN(CC)C(=O)C1CC(=O)OC1(C)C (configuration not stated)	-1.9	-3	-1.1	1	-2	-0.7	2.1	4	-0.9	-1.9	-3
N=C1/C(=C\c2ccc(OC(=O)c3ccc(F)cc3)cc2)C(=O)N=C2SC(N3CCCC3)=NN12	1.3	-38	0.8	-2	-1	1.0	0.3	15	0.5	0.7	2
CC(C)[C@@H]1O[C@H](CCc2ccccc2)CC2=C1C(=O)OC(C)(C)O2	nt	-4	2.9	-1	-3	-0.7	nt	3	-0.5	2.5	-3
COc1ccc(N2CCN(CC(=O)Nc3ccccc3SC)CC2)cc1	1.5	3	-0.8	-2	1	0.3	2.3	5	-0.8	-1.7	7
CCCOc1ccc(C2NC(=O)CCC2[N+](=O)[O-])cc1 (configuration not stated)	-0.4	4	-2.2	-1	-1	0.0	-0.5	4	-1.2	-1.7	0
Cc1ccc2sc(N(CCCN(C)C)C(=O)c3ccc(S(=O)(=O)N(C)Cc4ccccc4)cc3)nc2c1C	-0.8	8	-2.2	-9	-3	-0.1	0.0	-21	-1.6	-0.9	-1
O=C(N/N=C/c1ccc(OC(=O)c2ccccc2)cc1)c1cccc(O)c1	1.0	6	2.7	0	2	0.4	5.0	-38	-0.5	4.7	10.0*
O=C(O)CCc1ccc(-c2ccc(Cl)cc2)n1NC(=O)c1ccc(O)cc1	0.4	-8	-0.9	4	-1	-0.2	1.0	-19	-1.6	-0.8	-2
CC1CC(C)CN(c2cc(=O)n(Cc3ccc(F)cc3)c(=O)[nH]2)C1 (configuration not stated)	-1.2	3	-2.3	-3	1	0.9	0.6	3	-0.7	-1.3	-3
COc1cc(CO)ccc1OCC(=O)Nc1ccc(Br)cc1	1.2	5	-0.1	3	1	-0.4	1.0	-6	-1.3	3.2	-2
CCCOP(=O)(c1ccc(N(C)C)cc1)C(O)c1c(Cl)cccc1Cl (configuration not stated)	1.4	10	-1.8	-1	-1	-0.2	3.8	-3	-1.5	-1.8	-2
CNC(=O)CN1C(=O)NC2(CCc3ccccc32)C1=O (configuration not stated)	0.3	2	0.5	1	3	0.6	-0.9	5	-1.2	0.6	2
Cc1ccc(NC(=O)COc2ccc3c(c2)CCC3)nc1	3.5	-12	0.2	2	-1	5.1*	0.5	12	-0.2	11*	3
O=C1CCC(C(=O)OCC(=O)N2N=C3/C(=C\c4ccccc4)CCCC3C2c2ccccc2)N1 (configuration not stated)	-1.4	13	0.1	-10	-4	-1.5	0.3	-17	-1.3	1.0	-4
COc1ccccc1N1CCN(C(CNS(=O)(=O)c2ccccc2)c2ccccc2)CC1 (configuration not stated)	1.2	1	-2.1	-1	-1	-0.8	-0.4	-13	-1.3	0.6	-2
O=C(CSCc1ccccc1)N1CCN(c2ccc(F)cc2)CC1	1.8	8	-0.3	-1	-3	-0.2	2.7	-3	-1.5	0.9	3
CN(Cc1ccccc1)C(=O)CN1C(=O)NC(C)(c2ccc(C(C)(C)C)cc2)C1=O (configuration not stated)	0.8	10	-1.7	-1	1	-0.2	-1.0	0	-1.2	0.6	-5
COCCCNC(=O)C[C@H]1C[C@H](C(=O)N(C(C)C)C(C)C)[C@@]2(C)c3[nH]c4ccc(Cl)cc4c3CCN2C1=O	-1.5	-6	2.5	-2	-2	0.0	-3.3	3	-1.3	9.4	-1
CN(C)CCCOC(=O)c1ccccc1Cl	-0.4	3	0.2	3	1	0.1	0.8	3	-1.1	0.2	-1
COc1ccc(C2Nc3ccccc3C(=O)N2c2ccc(C)cc2)cc1Cn1cc([N+](=O)[O-])cn1 (configuration not stated)	1.6	-12	3.6	-1	-3	1.7	5.1	6	-0.8	7.2	9.8*
Cc1cc(C)n(CCC(=O)N/N=C/c2c(O)ccc3ccccc23)n1	-4.9	5	-4.6	-1	4	-4.2	-6.4	8	-2.0	-11	-5
O=C(C1CCC1)N1CCc2cc(S(=O)(=O)Nc3ccc4c(c3)OCCO4)ccc21	-0.2	2	-0.8	0	2	-1.2	-0.9	-4	-0.5	-0.1	-3
Cc1ccc2[nH]c(O)c(N=NC(=O)c3ccc(NS(=O)(=O)c4cccs4)cc3)c2c1	0.8	3	4.7	-3	-1	0.5	2.2	-3	0.3	0.8	3
COc1ccc(C(c2nnnn2C2CCCC2)N2CCN(C(=O)c3ccco3)CC2)cc1OC (configuration not stated)	1.5	1	1.8	3	0	-0.2	-1.5	-1	-1.3	2.4	0
Cc1ccc2nc(SCC(=O)Nc3ccc(C(N)=O)cc3)[nH]c2c1	-0.5	-4	-0.7	-6	-9	0.4	1.8	4	-0.1	-0.2	-5
COc1ccc(-c2noc(C3CCCN(C(=O)c4ccc(C)cc4)C3)n2)cc1 (configuration not stated)	0.4	9	-2.2	1	-4	0.3	1.9	3	-1.7	0.4	4

# Profiles as entered above.
# COc1cc(OC)nc(NC(=O)NS(=O)(=O)c2ccc(F)cc2)n1 is entered as DAX1 inh-1 = nt; ADAM10 inh = 4; hcDAF-12 act = -0.9; GC-A act = 0; GC-B act = 2; DAX1 inh-2 = 0.3; GAA850 FXN act = 1.2; sPLA2-III inh = -2; ssDAF-12 act = -1.2; hgDAF-12 ag = 0.8; SMARCA2 act = 0
# O=C(O)CCc1ccc(-c2ccc(Cl)cc2)n1NC(=O)c1ccc(O)cc1 is entered as DAX1 inh-1 = 0.4; ADAM10 inh = -8; hcDAF-12 act = -0.9; GC-A act = 4; GC-B act = -1; DAX1 inh-2 = -0.2; GAA850 FXN act = 1.0; sPLA2-III inh = -19; ssDAF-12 act = -1.6; hgDAF-12 ag = -0.8; SMARCA2 act = -2

# The list goes on:
smiles	DAX1 inh-1	ADAM10 inh	hcDAF-12 act	GC-A act	GC-B act	DAX1 inh-2	GAA850 FXN act	sPLA2-III inh	ssDAF-12 act	hgDAF-12 ag	SMARCA2 act
CN(CC(=O)Nc1ccccc1Cl)C1CCS(=O)(=O)C1 (configuration not stated)	1.0	7	-1.5	-1	2	-0.6	-1.1	-2	-0.7	-1.1	5
Cc1nc(C(=O)Nc2cccc(Cl)c2)nn1-c1cc(OC(C)C)c(Cl)cc1Cl	-0.4	8	-1.9	11	-6	0.2	-2.5	-6	-1.5	-2.3	1
CN(C)[C@@H](CO)c1nnc([C@H](CC(=O)O)NC(=O)C2CCNCC2)o1	3.9	-1	-1.6	-1	3	-0.5	1.9	5	-0.8	2.9	0
CC1CC=CCC1(CO)CO (configuration not stated)	-0.9	-11	1.5	-1	0	1.1	-9.8	18	-0.7	-2.7	4
O=C(CSc1nc2nc[nH]c2c(=O)[nH]1)NC1CCCCC1	-0.3	-7	-2.1	2	3	-0.5	-0.4	-3	-0.8	-1.3	1
Cc1cc(NC(=O)c2ccc(NC(=O)C(C)Oc3ccccc3)cc2)no1 (configuration not stated)	-0.3	5	-2.0	0	0	-0.7	-0.6	-11	-2.0	-1.0	0
CC1(C(=O)NCc2ccccc2)CSCC(=O)N1Cc1cccs1 (configuration not stated)	nt	-6	0.7	3	-7	1.8	nt	2	-0.7	-0.1	-4
Cc1cccc(CC2CC(=O)N(CCc3ccc4c(c3)OCO4)C2=O)c1 (configuration not stated)	0.6	-4	-1.3	0	1	0.8	2.1	-10	-0.6	-1.3	-2
CCOC(=O)C1(Cc2cccc(F)c2)CCN(C(=O)C2CCOCC2)CC1	-0.6	4	-0.7	2	2	-0.5	0.9	0	-0.8	0.6	-3
O=C(Cn1cc2c(n1)CCCCC2)Nc1c(F)c(F)cc(F)c1F	0.7	6	-1.2	1	3	0.6	2.8	0	-1.4	-1.7	4
O=C(c1ccccn1)N1CCN(C(=O)c2ccccn2)CC1	1.0	-12	-0.2	4	3	0.3	2.3	6	-1.0	-0.4	-3
COc1ccccc1CNC(=O)Cn1ccsc1=N	2.3	1	-0.1	2	1	0.0	1.9	8	-0.7	0.4	-3
COc1cccc(/C=C2\Oc3ccc(O)cc3C2=O)c1O	0.6	0	6.0*	-4	-7	4.0*	4.1	-14	1.8*	6.8	5
Cc1cccc(N2C(=O)C(O)=C(C(=O)c3cccs3)C2c2ccc(Cl)cc2)n1 (configuration not stated)	-0.1	-10	0.4	8	4	-0.1	0.8	-5	-0.8	0.4	-2
Cc1cc(Br)ccc1NC(=O)CN1C(=O)C2CC=CCC2C1=O (configuration not stated)	-0.2	-5	-1.4	-1	4	-3.2	-1.6	-1	-1.3	-1.8	-3
CC(=O)Nc1ccc(S(=O)(=O)NNC(=O)c2ccc3c(c2)OCO3)cc1	-0.3	-8	-0.9	6	7	-0.2	-0.5	9	-0.6	0.0	0
OCC[C@H]1C[C@H](O)[C@@H](O)[C@]2(CCCc3ccccc3O2)O1	0.3	14	-0.2	3	5	0.2	1.1	-2	-0.3	-0.1	0
Nc1c(N(CCO)C(=O)COc2ccc(Cl)cc2)c(=O)[nH]c(=O)n1Cc1ccccc1	-0.6	-2	-1.0	3	3	0.8	0.8	8	-1.3	-2.1	1
CCOCCCNC(=O)c1ccc(OC)c(OC2CCN(C(C)C)CC2)c1	-0.9	8	-1.5	3	-3	-0.3	2.1	1	-1.5	-3.1	2
Cc1cc(C)c(NC(=O)CSc2nc3ccncc3[nH]2)c(C)c1	0.8	-1	-2.0	-1	-2	0.0	0.1	-25	-0.9	2.3	8
Cc1cccc(C)c1OCc1cc(C(=O)N2CCC(c3ccncc3)CC2)no1	-1.1	-1	-1.9	-3	-1	-6.7	0.3	-6	-1.6	-2.2	-4
O=C(COC(=O)CCc1nc2ccccc2s1)Nc1ccc(Cl)cn1	-0.1	24*	1.4	4	1	0.0	1.2	-8	-0.5	0.6	-1
COc1ccc(OC)c(CN2CCN(C(=O)CN3C(=O)NC4(CCCC4)C3=O)CC2)c1	-0.3	-6	-0.8	-2	4	4.9*	3.3	1	-1.3	-0.1	-1
O=C(Nc1ccccc1)c1ccc(-c2ccc(Br)cc2)o1	0.9	16	-1.4	-1	4	0.0	-0.7	-12	-1.0	3.6	3
C=CCN(C(=O)c1oc2c(Cl)cc(C)cc2c1C)C1CCS(=O)(=O)C1 (configuration not stated)	1.3	8	0.6	-2	-1	5.2*	8.1*	-12	0.4	6.0	4

# Source: PubChem BioAssay (several laboratories)
